D2 PAM: D2 dopamine receptor (human) potentiation; P14416; HEK293 T-REx D2, calcium flux, EC20 dopamine potentiation; potentiation, % at 10 µM; 340,000 compounds, 0.34% hits; AID 485347;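 active means potentiation over 3 SD above the plate norm, cut at about 30% in these data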; further: 0% is about no effect
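Cells plated with tetracycline inducer and held overnight at 30 C; calcium dye loaded 30–90 min at room temperature; baseline taken, compound added and read 180 s; EC20 dopamine then added and read 180 s.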
D1 PAM: enhances dopamine response at the human D1 receptor. P21728. HEK293 TREx D1 cells, calcium flux, dopamine EC20 potentiation. potentiation, % at 10 µM. 360,000 compounds, 0.036% hits. AID 504651; in the data active means potentiation above about 30%; further: 0% is about no effect
D1 antag: blocks dopamine activation of the human D1 receptor | P21728 | HEK293 TREx D1 cells, calcium flux, dopamine EC80; stronger effect = lower value | activity change, negative = inhibition, % at 10 µM | 360,000 compounds, 3.2% hits | AID 504652; in the data active means activity change below about -30%; further: on the % scale 0 is the no-effect control and ±100 the full control effect
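Calcium flux readout: force-coupled, inducible Hek293 Trex D1 line, cells induced overnight at 30 C with tetracycline, dye-loaded 30–90 min at RT. Antagonism scored against EC80 dopamine challenge given 180 s after compound.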
LDHA inh: LDHA (human) enzyme inhibition; purified LDHA, NADH/diaphorase-resazurin fluorescence; stronger effect = lower value; activity change, % (values are at about 110 or 230 µM); 480,000 compounds, 0.15% hits; in the data active means activity change below about -30%; inconclusive means mostly about -25% to -30%;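 further: plate controls were DMSO wells for no effect and wells without enzyme for full effect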
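Human LDH5 at 2 nM final in Tris HCl pH 7.4 with 0.06 mM NADH and 0.2 mM pyruvate, reacted 5 minutes at room temperature. Remaining NADH coupled via diaphorase/resazurin; resorufin fluorescence read at 0 and 20 minutes, normalized to enzyme-free and DMSO wells.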
Glioma ERSR ind: inducers of ER stress response in human glioma cells | U87-MG GRP78 promoter luciferase reporter, 16 h | Potency, µM, without a hit: at the top dose activation, usual class: activators | 420,000 compounds, 0.02% hits | AID 602332; further: potency means the concentration at half of the fitted maximal effect; series mostly up to about 76 µM; % of control where 0% means no effect; nearly all actives have a fitted effect of over 35% in size
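Stably transfected U87-MG glioma cells carrying a GRP78-based luciferase sensor; 16 h compound incubation. Luminescence end-point read 10 min after Bright-Glo addition at room temperature.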
Vif-APOBEC3F blk: blocks the Vif interaction with APOBEC3F; Potency, µM (series often up to 46.1 µM), for the others: at the highest dose activity, negative = active; AID 602313; HeLa A3F-eYFP + Vif (tagged APOBEC3F with the HIV-1 protein that degrades it), YFP fluorescence increase; 390,000 compounds, 0.2% hits; further: potency means the concentration at half of the fitted maximal effect; % of control where 0% means no effect; nearly all actives have a fitted effect of over 65% in size
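Fluorescence increase (Ex 488/Em 500-530) after overnight compound treatment at 37 deg C flags inhibition of Vif-driven A3F-eYFP loss in stable HeLa A3F-eYFP/Vif cells seeded overnight beforehand.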
Vif-A3G inh: blocks the Vif interaction with human APOBEC3G; 410,000 compounds, 0.076% hits; AID 602310; Q9HC16; Potency, µM (top dose mostly 46.1 µM), inactives show at the top dose activity, negative = active, most hits filed as inhibitors; HeLa A3G-eYFP + Vif (tagged APOBEC3G with the HIV-1 protein that degrades it), YFP fluorescence, overnight;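 further: potency means the concentration at half of the fitted maximal effect; on the % scale 0 is the no-effect control and ±100 the full control effect; nearly all actives have a fitted effect of over 60% in size; hits raise eYFP signal because A3G escapes Vif-driven loss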
Target sequence (Q9HC16 whole entry, looked up): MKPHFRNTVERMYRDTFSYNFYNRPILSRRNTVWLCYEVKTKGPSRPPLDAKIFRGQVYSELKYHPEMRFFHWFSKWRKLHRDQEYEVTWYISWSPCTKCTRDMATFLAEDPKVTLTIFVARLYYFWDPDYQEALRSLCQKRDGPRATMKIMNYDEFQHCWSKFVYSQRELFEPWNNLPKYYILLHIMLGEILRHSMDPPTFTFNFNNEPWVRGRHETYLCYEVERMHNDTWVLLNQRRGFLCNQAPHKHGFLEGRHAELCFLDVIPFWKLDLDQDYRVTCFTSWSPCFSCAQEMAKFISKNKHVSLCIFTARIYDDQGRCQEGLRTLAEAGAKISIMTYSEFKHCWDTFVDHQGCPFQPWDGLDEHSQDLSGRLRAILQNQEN
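HeLa cells stably expressing Vif and C-terminally eYFP-tagged A3G, seeded overnight at 37 deg C, then exposed to compound by pintool overnight at 37 deg C. Rise in yellow fluorescence (Ex 488/Em 500-530, Acumen) marks blocked Vif-driven A3G degradation.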
RXFP1 ag: activates the human relaxin receptor RXFP1. Q9HBX9. 370,000 compounds, 0.3% hits. Potency, µM (highest dose often 57.5 µM), without a hit: at the top dose activation, most hits filed as activators. HEK293T-RXFP1 cAMP TR-FRET, 30 min; response scale: percent of porcine relaxin response, buffer zero; further: potency means the concentration at half of the fitted maximal effect; on the % scale 0 is the no-effect control and ±100 the full control effect; nearly all actives have a fitted effect of over 60% in size; many of its hits are not listed in these tables
Target sequence (Q9HBX9 whole entry, looked up): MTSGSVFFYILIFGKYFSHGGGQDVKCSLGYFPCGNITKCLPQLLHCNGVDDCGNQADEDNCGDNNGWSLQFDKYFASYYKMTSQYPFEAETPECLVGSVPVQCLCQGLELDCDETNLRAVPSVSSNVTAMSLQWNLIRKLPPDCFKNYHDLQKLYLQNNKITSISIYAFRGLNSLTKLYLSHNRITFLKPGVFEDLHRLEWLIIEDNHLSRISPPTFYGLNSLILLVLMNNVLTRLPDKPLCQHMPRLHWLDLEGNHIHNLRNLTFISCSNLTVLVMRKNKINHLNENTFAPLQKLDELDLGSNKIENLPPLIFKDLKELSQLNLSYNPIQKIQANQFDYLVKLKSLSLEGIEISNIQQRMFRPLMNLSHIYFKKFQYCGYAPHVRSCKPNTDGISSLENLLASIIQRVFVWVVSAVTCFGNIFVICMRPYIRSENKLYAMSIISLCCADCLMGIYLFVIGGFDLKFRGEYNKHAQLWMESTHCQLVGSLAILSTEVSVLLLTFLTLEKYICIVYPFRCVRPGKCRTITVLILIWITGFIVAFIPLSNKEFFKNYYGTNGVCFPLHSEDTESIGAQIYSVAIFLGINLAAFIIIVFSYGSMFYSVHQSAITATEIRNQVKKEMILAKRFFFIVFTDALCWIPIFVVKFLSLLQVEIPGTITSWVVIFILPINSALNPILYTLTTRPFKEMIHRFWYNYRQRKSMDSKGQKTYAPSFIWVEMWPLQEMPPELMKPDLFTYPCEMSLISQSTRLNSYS
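cAMP rise read by TR-FRET after 30 min, 37C compound exposure (up to 58 uM) in RXFP1-transfected HEK293 cells with Ro 20174 present. EC50 from Hill-equation fits, with 29 nM porcine relaxin as 100% and buffer as basal.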
D1 ag: human D1 receptor agonism; activation, % at 2 µM; 360,000 compounds, 1% hits; P21728; HEK293 T-REx D1 cells, calcium flux, agonist mode; in the data active means activation above about 30%; further: 0% is about no effect
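Agonism was scored from calcium flux recorded over 180 s (1 read/s) after pintool compound addition, following a 10-cycle baseline. Cells were inducible force-coupled HEK293 TREx D1, plated overnight at 30 C and loaded with no-wash calcium dye.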
An asterisk follows results filed as active; ? = inconclusive; nt = no result given; & = joins results of further samples. Unless noted, the call rests on the fitted dose curve; in most records, active means well fitted curve in the direction sought with a large enough effect; inconclusive means small, poorly fitted or top-dose-only effect, or another doubt; inactive means no such curve, though single readings can be large; an effect the other way counts as inactive or inconclusive. Only part of the results is shown (hit frequency here may not be typical).

SMILES	D2 PAM	D1 PAM	D1 antag	LDHA inh	Glioma ERSR ind	Vif-APOBEC3F blk	Vif-A3G inh	RXFP1 ag	D1 ag
O=C(COC(=O)c1ccco1)Nc1ccc2[nH]c(=O)[nH]c2c1	-7	3	0	-10	-3%	3%	-3%	-0.8%	2
COc1ccc(NC(=O)c2sc3nc(-c4cccnc4)ccc3c2N)cc1	-10	-1	-12	-8	-7%	?	-5%	6.1%	13
Cc1cccc(NC(=O)N2CCCC2C(=O)NCc2cccs2)c1 (stereo not drawn)	-2	-1	-4	-11	1%	0%	0%	1.8%	-2
COc1ccc(N2CCN(C(=O)C3CC(O)CN3S(=O)(=O)c3ccc([N+](=O)[O-])cc3)CC2)cc1 (stereo not drawn)	1	0	12	16	-3%	-13%	0%	2.4%	-1
CCOC(=O)c1cnc(SCC(=O)N2CCOCC2)nc1N	-6	-3	4	-10	2%	-8%	1%	-1.0%	-1
CCC(C)(C)NC(=O)C(c1ccc(OC)cc1)N(Cc1ccco1)C(=O)CCC(=O)Nc1cc(C)on1 (stereo not drawn)	-2	-5	11	-3	-2%	-6%	3%	1.2%	1
CCc1ccc(-c2cn3c(n2)sc2cc(C(=O)NC4CCCCC4)ccc23)cc1	nt	-3	11	2	-2%	5%	1%	?	0
Cc1cc(NC(=O)C(C)C)cc(-c2nc3ncccc3o2)c1O	nt	-3	-11	2	-2%	-4%	2%	2.5%	0
CN(C)c1nc(N)nc(-c2nc3ccccc3s2)n1	-2	0	1	-1	2%	-5%	3%	14%	2
O=C(Cn1ccc2ccccc2c1=O)NCC(=O)N1CCN(c2ccc(F)cc2)CC1	-4	1	13	-10	-4%	-1%	-1%	1.6%	-2
CC1SC(c2ccc(Cl)cc2)NC1=O (stereo not drawn)	2	-1	-5	-2	-2%	-17%	1%	-0.7%	2
O=C(Nc1ccc(F)c(Cl)c1)c1cc(-c2ccco2)on1	1	-4	-7	-8	14%	5%	-1%	2.2%	2
Cc1cccc(/N=C/c2ccccn2)n1	nt	nt	nt	-5	-1%	7%	1%	nt	nt
O=C(Nc1ccc(F)cc1)Nc1sccc1-c1nc2ccccc2s1	-17	0	0	0	0%	-20%	-16%	?	2
CCOc1ccc(NC(=S)N2CCCN(Cc3cccc(Cl)c3)C2)cc1	-2	-5	-11	-2	-11%	-4%	-13%	-1.0%	0
CCc1cc2c(SCC(=O)O)ncnc2s1	4	-5	6	-8	-3%	0%	1%	2.2%	3
O=C(Nc1cccc(C(=O)N2CCN(c3ccccc3)CC2)c1)c1nsc2ccccc12	12	-2	-2	1	-6%	1%	-2%	4.8%	3
Fc1cccc(C[n+]2csc3ccccc32)c1	-8	-2	-9	-4	2%	-10%	1%	0.1%	8
Cc1nc2c(C(=O)NCCc3ccc(Cl)cc3)cnn2c(C)c1Cc1c(F)cccc1Cl	8	2	10	-2	1%	-7%	-2%	0.8%	-2
O=C(Cn1cnc2c(nnn2Cc2ccc(Cl)cc2)c1=O)N1CCCc2ccccc21	nt	1	3	-12	-2%	-3%	0%	0.2%	5
CCCCc1ccc(NC(=O)c2cc3c(=O)n4ccccc4nc3n2C)cc1	-19	1	-6	-2	-2%	-1%	4%	15%	2
COc1cccc(-n2c(C)c3c(OC)cccc(=O)c3c2C)c1	6	-2	12	3	1%	-19%	-1%	-0.3%	8
Cc1ccc(N(Cc2cccs2)C(=O)COc2ccccc2[N+](=O)[O-])cc1	6	0	1	6	0%	0%	-8%	-1.7%	3
O=C(Oc1ccccc1)c1cc2ccccc2oc1=O	7	-6	2	12&-3	0%	3%	-5%	-0.5%	1
Cc1cc(C)c2c(N)c3cccc(C)c3nc2n1	8	2	5	-2	?	7%	5%	4.4%	54*

Compound profiles, as listed above:
O=C(Oc1ccccc1)c1cc2ccccc2oc1=O across the screens: D2 PAM = 7; D1 PAM = -6; D1 antag = 2; LDHA inh = 12&-3; Glioma ERSR ind = 0%; Vif-APOBEC3F blk = 3%; Vif-A3G inh = -5%; RXFP1 ag = -0.5%; D1 ag = 1
Cc1ccc(N(Cc2cccs2)C(=O)COc2ccccc2[N+](=O)[O-])cc1 across the screens: D2 PAM = 6; D1 PAM = 0; D1 antag = 1; LDHA inh = 6; Glioma ERSR ind = 0%; Vif-APOBEC3F blk = 0%; Vif-A3G inh = -8%; RXFP1 ag = -1.7%; D1 ag = 3
COc1cccc(-n2c(C)c3c(OC)cccc(=O)c3c2C)c1 across the screens: D2 PAM = 6; D1 PAM = -2; D1 antag = 12; LDHA inh = 3; Glioma ERSR ind = 1%; Vif-APOBEC3F blk = -19%; Vif-A3G inh = -1%; RXFP1 ag = -0.3%; D1 ag = 8

The results go on:
SMILES	D2 PAM	D1 PAM	D1 antag	LDHA inh	Glioma ERSR ind	Vif-APOBEC3F blk	Vif-A3G inh	RXFP1 ag	D1 ag
Cc1ccc(NC(=O)c2sc(Cl)nc2-c2ccccc2)cc1	nt	1	nt	-1	-4%	nt	-9%	3.3%	-1
O=C(O)c1cccc(S(=O)(=O)Nc2ccccc2-c2ccccc2)c1	3	-4	1	2	-5%	0%	-1%	2.4%	2
CN(CC(=O)Nc1cccc(F)c1)C(=O)c1cccc(N2C(=O)CCC2=O)c1	4	nt	-2	-14	-6%	-9%	-1%	-0.6%	6
O=C(CNC(=O)c1ccccn1)N=Nc1c(O)[nH]c2ccccc12	1	nt	-11	3	9%	-13%	-2%	0.2%	2
COc1ccc(S(=O)(=O)N2CCC(C(=O)Oc3cccc(C)c3)CC2)cc1OC	6	1	-12	-11	-4%	2%	-1%	-1.2%	6
Cc1ccc(C(C)n2cc(C(=O)NCc3ccccn3)nn2)cc1 (stereo not drawn)	5	-6	15	-7	-3%	0%	-1%	1.1%	33*
CCN1CCN(C(=O)C2CCN(S(=O)(=O)c3ccc(SC)cc3)CC2)CC1	-5	-10	-7	-7	-7%	10%	1%	4.3%	5
COC(CN(C)C(=O)C1CCCN(S(=O)(=O)c2ccc3c(c2)oc(=O)n3C)C1)OC (stereo not drawn)	-2	0	-3	-3	0%	-1%	2%	-0.4%	1
Cc1cc(OCC(=O)N2CCC(C(=O)O)CC2)c2c(C)c(C)c(=O)oc2c1	-1	5	3	2	-2%	0%	1%	24%	0
COc1ccc(-n2ccnc2SCC(=O)NC2CCCC2)c(OC)c1	-13	-7	-12	-3	0%	-14%	-1%	2.6%	4
COc1ccccc1C1C([N+](=O)[O-])=CC([N+](=O)[O-])=CN1C (stereo not drawn)	19	3	1	18	-4%	?	-6%	2.3%	5
CCOC(=O)c1sc(C)c2c(=O)n(CCCN3CCOCC3)cnc12	-2	-8	3	-6	-4%	nt	2%	5.0%	0
Cc1cc(Nc2ccccc2)n(C(=O)c2ccc(N)cc2)n1	5	-9	-36*	-4	-10%	1%	-10%	-0.6%	-3
CCOC(=O)c1c(C)oc2nc(C)nc(NCc3ccc(OC)cc3OC)c12	-7	-4	1	0&-1	-2%	-9%	-1%	0.5%	1
Cc1cnc2ncc3sccc3c2c1	11	0	-8	1	-2%	1%	-1%	0.9%	1
Cc1ccc(C(=O)NCCc2sc(C)nc2C)cc1	8	0	-14	-1	-1%	-29%	2%	1.1%	2
Cc1ccc(C2=Nc3ccccc3N(C(=O)c3ccccc3)C(C)C2)cc1 (stereo not drawn)	11	1	10	-7	-3%	1%	-4%	-0.4%	4
NC(=O)CC(NC(=O)Cc1cccc2ccccc12)c1ccc(NCc2ccc(F)cc2)c([N+](=O)[O-])c1 (stereo not drawn)	3	3	19	0	-4%	?	?	-1.2%	2
CCCN1CCC(N2CCN(c3ccccc3OC)CC2)CC1	nt	-5	3	nt	nt	nt	nt	-1.7%	0
COc1ccc(OC)c(/C=N\NC(=O)c2ccc(=O)n(C)c2)c1	7	-6	10	-2	-3%	-7%	-4%	0.0%	2
COc1ccc2nc3oc(C(=O)N4CCN(c5cccc(Cl)c5)CC4)cc3cc2c1	1	-14	-1	-8	-2%	-15%	2%	-0.8%	5
O=C(COC(=O)C1COc2ccccc2O1)NC(=O)NC1CCCCC1 (stereo not drawn)	-2	-3	-1	10&-6	-2%	-11%	1%	-0.2%	4
O=C(CCCOc1ccccc1)Nc1cccc(S(=O)(=O)N2CCCCCC2)c1	-3	-3	2	1	-3%	0%	9%	-0.1%	1
CC(C)c1ccc(N2C(=O)CSC23C(=O)N(Cc2cccc(F)c2)c2ccccc23)cc1 (stereo not drawn)	5	0	-12	-9	-3%	-4%	3%	-0.9%	3
COc1cc(Nc2ccccn2)cc(C(=O)Nc2cccc(C(F)(F)F)c2)c1	-5	2	7	2&0	-9%&-6%	-1%&5%	-20%&-1%	-0.1%	2
Other entries
SMILES	D2 PAM	D1 PAM	D1 antag	LDHA inh	Glioma ERSR ind	Vif-APOBEC3F blk	Vif-A3G inh	RXFP1 ag	D1 ag
CCN(CC)S(=O)(=O)c1ccc(N2CCCCC2)c(C(=O)Nc2ccccc2N2CCOCC2)c1	-5	-2	2	-3	-4%	3%	-1%	0.8%	1
O=C(O)CC(c1ccccc1)c1ccccc1	-14	-2	8	-4	-4%	-13%	3%	0.4%	1
O=C(Nc1cc(Cl)ccc1F)C1=COCCO1	-3	-14	-3	-10	5%	?	0%	1.5%	4
COc1cc2cnc(CCCC#N)cc2cc1OC	nt	nt	nt	12	-2%	7%	-7%	nt	nt
C=CCOc1ccc(/C=C/C(=O)OCc2csc(CC(=O)Nc3ccccc3C)n2)cc1	7	-3	-14	-7	-2%	-7%	1%	-0.6%	16
O=C(NNc1nc(-c2ccc(F)cc2)cs1)c1ccccc1	6	-4	-13	-5	-3%	-2%	0%	-0.1%	13
COc1ccccc1-c1ccc([C@@H]2C[C@H]3[C@H](CON3C)CN2C(=O)c2ccco2)cc1	nt	nt	nt	-32*	4%	-7%	-9%	nt	nt
O=C(NCC(c1cccnc1)N1CCN(c2ccccc2F)CC1)c1cccc(Cl)c1 (stereo not drawn)	0	-9	-11	0	-1%	-8%	-1%	0.2%	1
COCCNC(=O)Cn1nc(C)c([N+](=O)[O-])c1C	-5	-2	0	-6	0%	6%	-1%	-2.3%	2
CC(=O)N1CCc2ccccc2C1CC(=O)O (stereo not drawn)	4	2	nt	-3	-5%	-1%	2%	-2.0%	-1

High-throughput results: PubChem BioAssay, National Center for Advancing Translational Sciences (NCATS)
